KDM5B inh: KDM5B demethylase inhibition | Q9UGL1 | KDM5B demethylase, FDH-coupled NADH fluorescence (FDH is formaldehyde dehydrogenase) | Potency, µM (top dose mostly 57.7 µM), for inactives: at the top dose activity change, negative = inhibition, actives largely listed as inhibitors | 220,000 tested, 2.6% active; active = well fitted inhibition curve with a large enough effect; inconclusive = small, poorly fitted or top-dose-only effect; inactive = no such curve, though single readings can be large or run the other way; also: 0% is about no effect; nearly all actives have a fitted effect of over 70% in size
Target sequence (Q9UGL1 whole entry, looked up): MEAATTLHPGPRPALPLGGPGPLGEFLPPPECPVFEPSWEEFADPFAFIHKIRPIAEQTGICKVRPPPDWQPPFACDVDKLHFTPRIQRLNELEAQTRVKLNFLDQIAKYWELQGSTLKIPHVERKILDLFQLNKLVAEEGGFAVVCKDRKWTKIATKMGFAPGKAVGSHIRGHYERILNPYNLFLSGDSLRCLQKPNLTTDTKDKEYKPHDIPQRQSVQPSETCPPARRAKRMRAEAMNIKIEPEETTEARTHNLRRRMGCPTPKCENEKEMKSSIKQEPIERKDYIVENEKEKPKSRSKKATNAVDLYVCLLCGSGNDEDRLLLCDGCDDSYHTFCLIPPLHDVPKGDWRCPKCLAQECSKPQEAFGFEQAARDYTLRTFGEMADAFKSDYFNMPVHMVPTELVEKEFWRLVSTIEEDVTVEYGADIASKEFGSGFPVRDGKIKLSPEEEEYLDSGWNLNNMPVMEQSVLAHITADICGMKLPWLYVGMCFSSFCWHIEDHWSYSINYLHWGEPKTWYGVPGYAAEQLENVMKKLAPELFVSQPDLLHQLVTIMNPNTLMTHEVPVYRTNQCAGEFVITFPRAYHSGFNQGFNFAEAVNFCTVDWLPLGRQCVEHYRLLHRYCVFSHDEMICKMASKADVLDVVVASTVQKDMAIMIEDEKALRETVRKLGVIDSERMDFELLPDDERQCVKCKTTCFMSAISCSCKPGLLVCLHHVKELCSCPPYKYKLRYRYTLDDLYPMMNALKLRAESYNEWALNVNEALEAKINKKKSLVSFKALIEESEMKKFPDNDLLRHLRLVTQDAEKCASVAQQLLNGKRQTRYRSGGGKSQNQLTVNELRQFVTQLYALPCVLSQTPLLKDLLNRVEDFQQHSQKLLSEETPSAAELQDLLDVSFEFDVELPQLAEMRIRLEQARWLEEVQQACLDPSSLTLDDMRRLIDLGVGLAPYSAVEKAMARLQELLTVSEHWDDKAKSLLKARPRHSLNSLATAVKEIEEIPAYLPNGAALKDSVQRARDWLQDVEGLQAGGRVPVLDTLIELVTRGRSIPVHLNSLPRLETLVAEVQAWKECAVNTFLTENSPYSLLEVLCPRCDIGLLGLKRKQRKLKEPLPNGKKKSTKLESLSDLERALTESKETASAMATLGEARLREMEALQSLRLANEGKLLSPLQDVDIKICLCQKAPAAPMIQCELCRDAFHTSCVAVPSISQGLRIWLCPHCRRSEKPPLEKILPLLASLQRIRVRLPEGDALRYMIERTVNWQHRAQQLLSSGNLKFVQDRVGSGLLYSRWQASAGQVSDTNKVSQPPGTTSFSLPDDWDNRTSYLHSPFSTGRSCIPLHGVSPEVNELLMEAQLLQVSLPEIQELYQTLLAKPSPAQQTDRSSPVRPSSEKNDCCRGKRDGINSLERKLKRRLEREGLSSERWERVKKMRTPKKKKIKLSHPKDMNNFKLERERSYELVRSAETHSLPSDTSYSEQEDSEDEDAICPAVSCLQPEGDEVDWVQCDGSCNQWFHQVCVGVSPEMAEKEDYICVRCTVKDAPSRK
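Measured: NADH fluorescence change, 30 min, RT. System: KDM5BΔAP 200 nM final, H3K4me3 peptide, α-KG, Fe(II), ascorbate, NAD⁺ plus FDH, pH 7.5 HEPES. Compounds: titrated, 10 min pre-incubation with enzyme.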
Active calls of the source: *; i = inactive; ? = inconclusive; & = joins results of further samples; [ ] = remark or other dose. Potency is read from the fitted curve at half-maximal effect. A portion of the library (hit frequency here may not be typical).

KDM5B inh	molecule
10.4%	CCOc1ccc(-n2c(=O)c3c(C)c(C)sc3n(CC(=O)C(C)(C)C)c2=O)cc1
7.9%	CCCNc1nc2ccccc2nc1C(=O)Nc1ccc(Cl)cc1
-12.7%	CC(C)c1ccc(NC(=O)CN(c2cc(C(F)(F)F)ccc2Cl)S(C)(=O)=O)cc1
7.8%	Cc1ccc(Cn2cnc3nc4c(cc3c2=O)CCCC4)cc1
8.3%	COc1cn(CC(=O)Nc2ccc(C)cc2)c(CN2CCCCC2)cc1=O
15.2%	CC(C(=O)N1CCc2ccccc21)N1CCN(Cc2ccc(Cl)cc2)CC1 (stereo unspecified)
-39.2%	Cc1ccsc1C(=O)N1CC[C@@H]2COCCN(Cc3cccnc3)[C@@H]2C1
?	O=C(N/N=C/c1ccccn1)C(=O)N1CCCCCC1
0.3%	C=C(C)COc1ccc(C(=O)Nc2ccccc2)cc1
?	C=CCNc1nc2ccccc2nc1NS(=O)(=O)c1ccc(OC)cc1
?	COCC1CN(Cc2cccc3[nH]ccc23)CC12CCNCC2 (stereo unspecified)
29.3%	O=C(NCc1ccccn1)c1cc(-c2ccncc2)nc2ccccc12
-21.5%	CC(C)CCN(C1CCOCC1)C1CCN(C(=O)c2ccc(F)cc2)CC1
6.2%	O=C1CC(c2ccccc2)N(C(=O)Nc2ccccc2)CCCCCN1 (stereo unspecified)
0.9%	CCC(=O)N1CCc2cc(Br)cc(S(=O)(=O)CCC(=O)N3CCN(c4ccc(F)cc4)CC3)c21
-17.2%	Cn1nc2n(c1=O)CCN(CC1CCCCC1)CC2
-13.4%	CCN(CC)CCNC(=O)c1c(C)oc2ncn(C)c(=O)c12
18.5%	COc1ccc(C(=O)N[C@@H]2CCC[C@@H]2C(=O)N2CCN(c3ccccc3F)CC2)cc1
13.2%	COc1ccc(Oc2coc3cc(OCC#N)ccc3c2=O)cc1
?	CN(C)c1cccc(-c2cnc(Nc3cccc(N[S+](C)(=O)[O-])c3)c3c2CCO3)c1
?	CC(C)CN(CC(C)C)C(=O)c1cc2c(=O)n3ccccc3nc2s1
43.9%	O=C1N/C(=N/N=C/c2ccc(O)cc2)SC1Cc1ccccc1 (stereo unspecified)
-16.2%[149 µM]	CN1CC(=O)N(C2CNC2)Cc2c1ncnc2N1CCOCC1
?	O=C(O)c1ccc(CN2Cc3[nH]cnc3C[C@H]2c2nc(-c3ccc(F)cc3)no2)cc1
-25.0%	CC(=O)Nc1ccc(S(=O)(=O)N[C@H]2CO[C@H]3[C@@H]2OC[C@H]3OC(=O)Nc2ccc(C(C)=O)cc2)cc1
-8.6%	Cc1ccccc1OCc1nc2c3c(ncn2n1)Oc1cc(O)ccc1C3c1ccccc1 (stereo unspecified)
?	COc1ccc(-c2ccc3c(c2)C(=O)N2CCN(C(=O)CC4(CC(=O)O)CCCC4)C[C@H]2C(=O)N3)cc1
?	Cc1ccc(NC(=O)c2ccc3c(c2)N(C)C2CCCCCN2C3=O)cc1 (stereo unspecified)
-2.5%	CC(=O)Nc1ccc(CNCCSCc2cccs2)cc1
8.2%	COc1ccccc1Nc1nc(NCCC(C)C)nc(N)c1[N+](=O)[O-]
2.1%	COc1ccc(CNC(=O)c2cc3c(=O)n(C)c4ccccc4c3n2C)cc1
0.3%	COCCN1CCC(N2CCN(C(=O)c3ccc(F)c(F)c3)CC2)C1=O (stereo unspecified)
?	COc1ccc2cc(CNc3ccc(C)cc3)c(=O)n(CC(=O)Nc3ccc(OC)c(Cl)c3)c2c1
12.4%	Cc1cc(Cl)ccc1NNC(=O)CCc1ccccc1
4.9%	Cc1oc(-c2ccccc2)nc1C(=O)N(C)Cc1ccc(C(N)=O)cc1
-16.7%	O=C(c1ccsc1)N1CCC2(CC1)NC(=O)N(Cc1ccc(Cl)cc1)C2=O
32.4%	COc1ccc(C(C)(C)C)cc1NC(=O)CCCN1C(=O)NC(C)(C)C1=O
2.8%	Cc1ccc(Cl)cc1NC(=O)CN(C)S(=O)(=O)c1ccc2c(c1)n(C)c(=O)c(=O)n2C
?	O=C(CCC1CCN(Cc2cc3ccccc3o2)CC1)NC1CCN(Cc2ccccc2)C1 (stereo unspecified)
47.7%[activator]	Cc1ccc(-c2[nH]ncc2CN)cc1
211.8%[activator]	O=C(COC(=O)c1cc(S(=O)(=O)N2CCOCC2)ccc1O)Nc1cc(S(=O)(=O)N2CCCC2)ccc1Cl
-7.2%	COc1ccc(Cn2c(=O)c3oc4ccccc4c3n(Cc3ccccc3)c2=O)cc1
-6.6%	Cc1ccccc1OCC(=O)NCC(c1ccc(Cl)cc1)N1CCOCC1 (stereo unspecified)
-10.1%	Cc1ccc(-c2c(NC(=O)c3ccco3)oc3ccccc3c2=O)cc1
-17.5%	O=C(c1ccc2c(c1)N(Cc1cccc(Cl)c1)C(=O)c1ccccc1S2(=O)=O)N1CCN(c2cccc(C(F)(F)F)c2)CC1
-18.1%	O=C1/C(=C/c2cccc(O)c2)C(c2ccccc2)Oc2ccccc21 (stereo unspecified)
12.6%&10.3%	Cc1cc(SCC(=O)Nc2ccc(Cl)cc2)nc2ccccc12
-10.4%	O=C(Nc1cccc(Cl)c1)C1CCCN(c2nn3cc(-c4ccc(F)cc4)nc3s2)C1 (stereo unspecified)
-12.2%	CCOc1ccc(NC(=O)C2CCCN(c3nn4cc(-c5ccc(OC)cc5)nc4s3)C2)cc1 (stereo unspecified)
-11.0%	O=C(O)c1ccc(CNCC(O)c2ccccc2)cc1 (stereo unspecified)
-10.2%[86.2 µM]	C[C@@H](NC(=O)Nc1cccnc1)c1onc(-c2ccc(Cl)cc2)c1C(=O)O
-19.0%	COc1ccccc1OCCNC(=O)C1CCN(C(=O)N2CC3CC(C2)[C@H]2CCCC(=O)N2C3)CC1 (stereo partly specified)
14.6%	O=C(c1ccccc1-c1ccccc1F)N(Cc1cccnc1)C1CC1
-1.0%	O=C(Nc1ccccc1C1CC1)C1CC1
?	Cc1cc2nc(-c3ccc(=O)[nH]c3)n(C)c2cc1C
-24.7%	CC(C)(C)c1nnc2sc(SCC(=O)NCc3ccco3)nn2c1=O
30.6%	O=C(NCCOc1cccnc1)c1cn(Cc2cccc(C(F)(F)F)c2)nn1
-22.4%	CC(=O)N1CCC(C(=O)N2CCN(Cc3ccccc3)CC(O)C2)CC1 (stereo unspecified)
8.0%	O=C(CN1CCN(C(=O)C2COc3ccccc3O2)CC1)Nc1ccc(F)cc1 (stereo unspecified)
25.3%	CCCOC1CCCN(C(=O)c2ccc(OC3CCN(C(=O)CCOC)CC3)cc2)C1 (stereo unspecified)

(listing goes on)
KDM5B inh	molecule
11.6%	CN(Cc1ccccc1)c1nc2c(c(=O)n(C)c(=O)n2C)n1CC(O)COc1ccccc1 (stereo unspecified)
3.3%	COc1ccc2nc(-n3ncc4c3NC(=O)CC4c3ccc(O)c(OC)c3)sc2c1 (stereo unspecified)
-3.5%	CN(CC(=O)NCCc1ccc(Cl)cc1)S(=O)(=O)c1cccs1
-14.5%	O=C(Cc1noc(C(=O)NCC2CC2)n1)Nc1cccc2ncccc12
32.5%[activator]	S=C1N[C@H]2CCCC[C@@H]2N1
-7.3%	COCCNC(=O)c1[nH]c2cc(C)ccc2c1Sc1ccc(Cl)cc1
17.4%	Cc1cnc(NC(=O)CCc2c(C)[nH]c(=O)[nH]c2=O)s1
-3.2%	CCCOC(=O)C(N)c1ccccc1 (stereo unspecified)
1.9%	CCc1ccc2oc(C(=O)Nc3ccc4nsnc4c3)cc(=O)c2c1
-21.0%	CCc1ccc(-n2nc(C)c3c2NC(=O)CC3C(=O)c2ccc(CC)s2)cc1 (stereo unspecified)
-23.5%	COc1ccc(C(=O)Nc2nnc(S(=O)(=O)N(CC(C)C)c3ccccc3)s2)cc1
-12.5%	O=C(C1CCC(CNS(=O)(=O)c2ccc(Br)s2)CC1)N1CCN(c2ccc(F)cc2)CC1 (stereo unspecified)

Exported comma-delimited: entries from further up
canonical_smiles,KDM5B inh
COc1ccc2nc(-n3ncc4c3NC(=O)CC4c3ccc(O)c(OC)c3)sc2c1 (stereo unspecified),3.3%
CN(CC(=O)NCCc1ccc(Cl)cc1)S(=O)(=O)c1cccs1,-3.5%
O=C(Cc1noc(C(=O)NCC2CC2)n1)Nc1cccc2ncccc12,-14.5%
S=C1N[C@H]2CCCC[C@@H]2N1,32.5%[activator]
COCCNC(=O)c1[nH]c2cc(C)ccc2c1Sc1ccc(Cl)cc1,-7.3%
Cc1cnc(NC(=O)CCc2c(C)[nH]c(=O)[nH]c2=O)s1,17.4%
CCCOC(=O)C(N)c1ccccc1 (stereo unspecified),-3.2%

Going on with the list.
KDM5B inh	molecule
?	COc1cccc(N2CCN(C(=O)c3cc4c(=O)n(Cc5ccccc5)ccc4nc3C)CC2)c1
-4.9%	Cc1[nH]c2ccccc2c1C(=O)CN1CCN(C)CC1
-12.9%	Cc1ccc(-c2nocc2CCC(=O)NCC2CCCO2)cc1 (stereo unspecified)
4.0%	CC(C)Oc1ccc(CN2CCC(n3nccc3NC(=O)CCc3ccccc3)CC2)cc1
15.4%	COc1ccc(C2=NC(C(F)(F)F)(C(F)(F)F)N=C(N(C)C)O2)cc1
-22.4%	Cc1ccc2nc(N(Cc3cccnc3)C(=O)CCOc3ccccc3)sc2c1
35.5µM*	CC(C)CN[C@H]1[C@H](O)[C@H](O)C[C@@H]1c1ccc(N2CCOCC2)nc1
-26.0%	Cc1ccc(Nc2c(-c3ccncc3)nc3ccc(C)cn23)cc1
?	CCN(CC1CCOCC1)C(=O)Cc1cnc2c(C)cccn12
-17.4%	CCc1ccc(-n2nc(C)c3c(C)cc(=O)n(CC(=O)Nc4ccc(C)c(F)c4)c32)cc1
-13.3%	COc1ccc2nc(C[C@@H]3C[C@@H](C(C)C)[C@H](CNC(=O)CCCC(=O)O)C=C3C)[nH]c2c1
2.2%	CCOC(=O)c1cccc(NC(=O)Cn2cnc3nc4c(cc3c2=O)CCCC4)c1
4.8%	CC(NC(=O)c1coc(COc2ccc(F)cc2Cl)n1)c1cnn(C)c1 (stereo unspecified)
22.4µM*	COc1ccc(-c2cc3c(=O)n(CCNC(=O)c4c(F)cccc4Cl)ccn3n2)cc1
0.9%	O=C(/C=C/c1ccccc1)NC(=S)NNC(=O)c1ccccc1
-4.3%	Fc1ccc(-c2cnc(COc3ccc(-c4nnco4)cc3)o2)cc1
4.1%	Cc1cc(NC(=O)Cn2c(=O)c3c(ncn3CC(C)C)n(Cc3ccccc3)c2=O)no1
-20.8%	COc1ccc(S(=O)(=O)N2CCC3(CC2)CC(N(C)Cc2ccccc2)CCO3)cc1 (stereo unspecified)
-4.2%	CCOC(=O)C1CCN(CCC(=O)Nc2cc(OC)cc(OC)c2)CC1
2.0%	COc1ccc(/C=N/Nc2nnc(C)n2N)cc1OC(C)=O
-20.6%	CCOc1ccccc1NC(=O)CC1C(=O)NCCN1C(=O)c1ccc(F)cc1 (stereo unspecified)
-43.8%	NC(=O)CSc1nc2ccc(NC(=O)COc3ccccc3)cc2s1
25.8%	COCCCNC(=O)c1nc(Cc2c[nH]c3ccccc23)no1
18.7%	COc1ccc(S(=O)(=O)N2C[C@@H]3C[C@H](C2)c2c(-c4ccc(OC(F)(F)F)cc4)ccc(=O)n2C3)cc1
-2.1%	CC(C)(C)c1ccc(NC(=O)CCc2ncc(-c3ccccc3F)o2)cc1
?	Cc1ccn2c(Nc3ccccc3C)c(-c3ccccn3)nc2c1
-1.0%	O=C1CCC2(CCN1)CCN(S(=O)(=O)c1ccccc1F)CC2
1.1%	CCc1ccc(Nc2nc3c(S(=O)(=O)c4ccc(C)cc4)nnn3c3ccsc23)cc1
31.5%[activator]	O=C(CCn1nnc2ccccc21)N1CCC2(CC1)[C@H](O)C[C@@H]2OCCO
-9.0%	Cc1ccccc1-c1nc(CS(=O)CC(=O)NCCN2CCN(Cc3ccccc3)CC2)c(C)o1 (stereo unspecified)
-11.2%	Cc1nonc1CC(=O)N1CCCC(CNS(=O)(=O)c2cccs2)C1 (stereo unspecified)
i	COc1ccc(CNC(=O)c2cc3cccc4c3n2CC(C)S4)c(OC)c1 (stereo unspecified)
-13.4%	CCc1ccc(NC(=O)c2c(OC)cc(=O)n3c2CCCC3)cc1
-18.2%	N#C/C(=C/c1cccc(/C=C(/C#N)c2nc3ccccc3[nH]2)c1)c1nc2ccccc2[nH]1
-5.3%	Cc1cc(Oc2cc(C#N)c(C#N)cc2Oc2cc(C)c(Cl)c(C)c2)cc(C)c1Cl
?	CC(Oc1cccc(Cl)c1)C(=O)Nc1ccc2c(N3CCOCC3)ncnc2c1 (stereo unspecified)

Marked active in KDM5B inh (from the list above):
KDM5B inh	molecule
35.5µM*	CC(C)CN[C@H]1[C@H](O)[C@H](O)C[C@@H]1c1ccc(N2CCOCC2)nc1
22.4µM*	COc1ccc(-c2cc3c(=O)n(CCNC(=O)c4c(F)cccc4Cl)ccn3n2)cc1

Next section
KDM5B inh	molecule
?	CCCCN(CC)CCNC(=O)Cn1c(=O)c2cccn2c2cccnc21
16.7%	CC1CCCCC1NC(=O)CSc1nnc(COc2ccc(Cl)cc2)o1 (stereo unspecified)
14.8%	COCCNC(=O)c1cccc2c(=O)c(C)c(-c3ccccc3)oc12
20.8%	C[C@@H]1CN(C(=O)c2cc(C(F)(F)F)[nH]n2)C[C@@]1(O)C1CCC1
4.4%	CCCCCn1nc(C(=O)Nc2nc(-c3ccc(OC)cc3)c(C)s2)c2ccccc2c1=O
?	CN1CCN(C(=O)CC[C@H]2CNC(=O)[C@@H]3[C@@H](CCN3Cc3ccc(C(=O)O)cc3)N2C)CC1
13.0%	CCN(CCO)C(=S)Nc1cccc(C)c1
